ER stress rescue – protection against thapsigargin-triggered cell killing – 384-well, CSM14.1, ATP luminescence, primary screen (AID 1222); CSM14.1 thapsigargin-induced death rescue, ATP luminescence; higher % means a stronger effect; cellular ATP content (survival), % at 20 µM; hits with a dose series show EC50 in µM; 190,000 tested, under 10 active;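 active = EC50 below 50 µM in the dose-response confirmation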;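 note: death triggered by thapsigargin at about 15 µM added after 2 h compound pretreatment; cell ATP read after overnight thapsigargin exposure of roughly 18 to 22 hours; normalized against plate controls of thapsigargin alone and 5% DMSO vehicle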
P. falciparum M17LAP – P. falciparum M17LAP inhibitors, primary screen, biochemical, fluorogenic H-Leu-NHMec substrate, 1536-well (AID 1619) | recombinant M17LAP, H-Leu-NHMec fluorogenic kinetic assay; higher % means a stronger effect | inhibition, % at 30 µM, or IC50 in µM where a hit was titrated | 220,000 compounds, 0.38% hits;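 active = compound inhibiting the enzyme by more than half at any dose during confirmatory dose-response retesting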;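 note: plate controls were full reaction with DMSO carrier for no effect and no enzyme background for full effect; strong numbers were not always called active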
UTI89 phage lysis – protection from phage-mediated lysis, alamar blue read-out – E. coli UTI89, K1F phage, bacterial capsule biogenesis inhibitors (AID 488966). inhibition, % at 100 µM, or IC50 in µM where a hit was titrated. E. coli UTI89 K1F phage lysis, alamar blue, 2 h; higher % means a stronger effect. 340,000 compounds, 0.02% hits;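 active = phage lysis inhibition, versus mean bacterial control, above a set limit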;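 note: capsule biogenesis inhibitors block K1F phage lysis so surviving cells raise fluorescence; higher fluorescence means more inhibition of phage lysis; actives were called in the ten point dose series up to 300 µM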
bCat nuc transl – alters nuclear translocation of beta-catenin in HeLa cells; 190,000 compounds, 0.3% hits; immunofluorescence imaging; nuclear translocation activity, % at 5 µM;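 active = nuclear translocation activity above 50% at 5 µM, with a well cell count of 50 or more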;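 note: per-cell ratio of nuclear to cytoplasmic median beta-catenin stain intensity; plate controls were DMSO negative control for no effect and GSK-3 inhibitor IX positive control for full effect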
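Read-out: Nuclear/cytoplasmic beta-catenin signal ratio, % activation | Assay system: Human HeLa cell line | Times: 24 h compound exposure at 37°C, 5% CO2 | Signal: Fluorescence imaging of beta-catenin antibody stain plus DAPI | Dosing: 5 µM primary, 0.02–20 µM confirmation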
Dynein transport – blocks dynein driven cargo transport along microtubules. 3617.4 mouse cells, GR-EGFP nuclear translocation imaging; test concentration mostly 20 µM; stimulated with dexamethasone, 1 µM; hits give low values. z-score, hits read low. 220,000 compounds, 0.47% hits;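 active = plate z-score of nuclear minus cytoplasmic receptor signal below a set negative limit, without overly bright fluorescence or cell loss, cut at about -3.5 in these data, passing the limit was not always enough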;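 note: z-score of nuclear minus cytoplasmic ring GR-EGFP intensity difference per well; some compounds called inactive have numbers as strong as hits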
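Buffer or medium: tet-free, stripped-serum medium; Also added: dexamethasone, 1.0 µM final; Technique: high-content fluorescence imaging after fixation; Times: 48 h induction, 1 h compound, 30 min dex at 37 °C; Read-out: per-cell GR-EGFP intensity, nucleus versus surrounding cytoplasmic ring, well-averaged.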
Autophagy HCS – alters autophagy in cells. MEF GFP-LC3 puncta imaging; test concentration mostly 10 µM. calls only at 10 µM (by protocol). 190,000 compounds, 0.98% hits. AID 463193;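 active = percentage of spot-positive cells more than 3 SD above its plate mean, without a fluorescence outlier flag or 80% toxicity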;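 note: spot-positive cell cutoff set from DMSO-treated cells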
P. falciparum M1AAP – malaria alanyl aminopeptidase activity blockers – biochemical, fluorogenic H-Leu-NHMec substrate, 1536-well (AID 1445). recombinant M1AAP, H-Leu-NHMec fluorogenic kinetic assay; higher % means a stronger effect. inhibition, % at 30 µM; hits with a dose series show IC50 in µM. 220,000 compounds, 0.42% hits;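 active = primary inhibition above the hit cutoff, then over 50% inhibition at one or more dose response concentrations, cut at about 23% in these data, passing the limit was not always enough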;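 note: plate controls were DMSO full reaction for no effect and no enzyme background for full effect; strong numbers were not always called active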
MT stabilizer – stabilizes microtubules in HeLa cells; % tubulin-high responders, % at 10 µM; HeLa tubulin immunostaining HCS, 24 h; share of cells brighter than vehicle mean+2SD; 200,000 compounds, 0.83% hits;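 active = plate Z-score above 3 for both tubulin-high and condensed-nucleus cell shares, with cell loss under 80%, at 10 µM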;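 note: anti alpha tubulin signal scored within the nucleus-defined area of each cell; some results filed as inactive read as strong as hits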
Ins promoter up – MIN6 insulin promoter up-regulation. 190,000 compounds, 0.3% hits. MIN6 insulin promoter-GFP reporter, high-content imaging; hits give high values. z-score at 5 µM;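 active = z-score above 3 at 5 µM with at least 500 cells counted in the well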
Dynein transport cytoplasmic EGFP – second read-out of Dynein transport, no call of its own (marks repeat the call); z-score; measured here: cytoplasmic GR-EGFP intensity; hits give high values
Dynein transport nuclear GR-EGFP – also measured in Dynein transport; calls as there; z-score; measured here: nuclear GR-EGFP intensity;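 lower value marks the stronger effect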
Dynein transport cell count – further read-out of Dynein transport, marked with its call; z-score; measured here: cell count per field
Ins promoter up cell count – recorded beside Ins promoter up, whose call it bears; cell count; measured here: cytotoxicity, nuclei count;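 total cells summed across four imaged fields per well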
bCat nuc transl cell count 5 µM – also measured in bCat nuc transl; calls as there; cell count; measured here: cell count, cytotoxicity flag
MT stabilizer Hoechst-high % – recorded beside MT stabilizer, whose call it bears; % Hoechst-high responders; measured here: nuclear condensation Hoechst responders;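 share of cells brighter than vehicle mean plus two SD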
MT stabilizer cytotoxicity % – further read-out of MT stabilizer, marked with its call; toxicity, %; measured here: cytotoxicity by cell density;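 0% = mean cell density of plate MIN control wells and 100% = no cells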
Autophagy HCS cell loss 18 h – second read-out of Autophagy HCS, no call of its own (marks repeat the call); toxicity, %; measured here: cell loss, nuclei count;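 cell loss after 18 h compound exposure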
An asterisk follows results filed as active; i = inactive; . = not tested or not shown; [ ] = another dose, or the depositor's remark.

SMILES	ER stress rescue	P. falciparum M17LAP	UTI89 phage lysis	bCat nuc transl	bCat nuc transl cell count 5 µM	Dynein transport	Dynein transport cytoplasmic EGFP	Dynein transport nuclear GR-EGFP	Dynein transport cell count	Autophagy HCS	Autophagy HCS cell loss 18 h	P. falciparum M1AAP	MT stabilizer	MT stabilizer Hoechst-high %	MT stabilizer cytotoxicity %	Ins promoter up	Ins promoter up cell count
CC(C)(C)N(CC#CCC(O)(c1ccccc1)C1CCCC1)CCO (stereo unspecified)	-2.8%	.	-2.1%	1.4	900	-0.55	-0.22	0.18	0.76	i	9	.	2.0	1.7	6.0	-0.27	1759
Cc1nnc(SCCn2c(N3CCCCCC3)nc3c2c(=O)[nH]c(=O)n3C)s1	-0.8%	-4%	-0.5%	-6.2	961	0.69	-0.27	0.31	0.82	i	-7	6%	3.2	1.9	4.3	0.68	1237
CCOC(=O)C1=C(CC)Nc2ccccc2N=C1NC(=O)c1cccc(S(=O)(=O)N2CCCC2)c1	2.0%	0%	-1.6%	-0.2	1126	-0.56	1.6	0.042	0.29	i	1	7%	2.1	2.2	8.9	-1.3	1332
COc1ccc(NC(=S)N2CCC(N(C)CC3CCCO3)CC2)cc1 (stereo unspecified)	1.3%	5%	3.2%	1.1	1051	-0.27	-0.22	-0.048	0.85	i	4	4%	2.2	1.9	4.8	0.14	1440
O=C(c1ccccc1)N1CCCCC(Cl)C1=O (stereo unspecified)	-2.3%	23%	-0.5%	-0.4	1100	-1	-0.17	-0.68	0.56	i	-3	5%	3.1	0.9	9.1	1.1	1437
CCn1c(=O)cc(SCC(=O)N2CCN(C3CCCCC3)CC2)c2ccccc21	-1.4%	-6%	1.4%	1.8	1115	1.8	-0.21	1.4	-0.81	i	0	8%	3.0	1.4	29	-0.16	1877
Brc1ccccc1-c1nc(-c2ccccc2)no1	.	2%	2.2%[50 µM]	0.4	1038	0.77	-0.27	0.82	-0.79	i	-3	6%	1.2	2.2	40	-0.51	1340
c1ccc(-c2noc(C3CCC3)n2)nc1	.	0%	.	-0.7	1441	0.42	-0.21	0.79	-0.7	.	.	-1%	.	.	.	0.22	986
COc1ccc(NC(=O)c2ocnc2C)cc1OC	-2.4%	12%	1.5%	-0.9	1443	-1.4	0.37	-0.44	-4.5	i	13	2%	3.3	1.1	2.8	0.15	1528
COC(=O)c1cccc(-n2nnnc2SCC(=O)Nc2nc3c(s2)CCCC3)c1	-0.1%	-5%	0.2%	-0.1	1093	1.1	-0.36	0.32	-0.41	i	21	10%	4.2	2.3	18	0.59	1363
COc1cc([N+](=O)[O-])ccc1NC(=S)Nc1cccc(C(=O)O)c1	-3.5%	34%	1.1%	-1.9	484	-0.017	-0.28	0.0077	0.75	i	-6	8%	3.5	2.4	17	-0.01	1175
O=C(O)c1cccc(S(=O)(=O)NCC2CCCO2)c1 (stereo unspecified)	-2.5%	-8%	-0.3%	.	.	0.69	-0.23	0.28	-0.21	i	4	6%	3.0	0.8	4.9	-0.3	1194
COC(=O)c1ccc(C(C(=O)NC2CCCCC2)N(CCc2ccccc2)C(=O)Cc2cccs2)cc1 (stereo unspecified)	-1.2%	-8%	5.7%	1.3	880	-0.49	-0.33	-0.51	0.96	i	-13	7%	3.0	4.1	10	0.32	1323
Cc1cccc(-n2c(CCN3C(=O)c4ccccc4C3=O)nc3ccccc3c2=O)n1	0.0%	6%	-5.7%	-0.9	1070	0.22	-0.21	0.31	0.55	i	-1	9%	3.5	2.1	4.2	0.05	1756
COc1ccc(C2Nc3ccccc3C(=O)N2c2ccc(F)cc2)cc1CSc1ccccn1 (stereo unspecified)	0.9%	4%	-0.9%[50 µM]	-2.5	1038	-0.038	-0.25	0.4	-0.77	i	3	7%	7.9	3.0	5.7	0.16	1741
COC(=O)c1cccc(NC(=S)NCc2ccc(Cl)cc2)c1	-1.7%	1%	0.5%	-0.4	1069	-0.42	-0.22	-0.73	0.61	i	0	2%	1.0	1.2	9.4	-0.25	1836
CCOc1ccc(N2CC(O)(c3ccc(F)cc3)[N+]3=C2CCCC3)cc1 (stereo unspecified)	-0.2%	-6%	0.6%	0.4	1063	0.39	-0.31	0.47	-0.45	i	8	4%	4.2	1.8	9.6	-2.1	1147
CCc1cccc(C)c1NC(=O)CN1C(=O)NC(Cc2ccccc2)C1=O (stereo unspecified)	-1.3%	-5%	0.2%	1.0	1087	0.32	-0.28	1	-1.6	i	-1	2%	1.4	2.2	5.8	-0.94	1256
COc1ccccc1NS(=O)(=O)c1cc(NC(=O)Nc2ccccc2)ccc1N1CCCCC1	5.4%	-2%	0.5%	.	.	-0.34	-0.21	-0.081	-0.055	i	-4	-2%	4.0	0.7	7.4	-1.3	1087
CCOc1ccc(Br)cc1S(=O)(=O)Nc1ccc(C(=O)OCC(=O)N(C)c2ccccc2)cc1	-2.1%	-9%	2.4%[50 µM]	1.7	934	-0.8	-0.22	0.23	0.57	i	1	3%	2.8	2.5	4.5	.	.
CCOc1ccc(C(=O)/C=C/c2ccc(SC)cc2)cc1	-6.1%	-1%	6.7%	0.2	1332	-0.1	0.19	0.48	0.41	i	-21	1%	3.5	2.3	5.6	-0.31	1564
CCC(C)(C)n1nnnc1C(c1cc2cc(OC)ccc2[nH]c1=O)N1CCc2ccccc21 (stereo unspecified)	.	-3%	-0.3%	-0.7	1073	-1	-0.23	-0.65	-0.22	i	0	9%	0.7	1.2	25	-0.53	1236
CCOC(=O)C(Cc1ccc(Cl)cc1Cl)c1ccno1 (stereo unspecified)	-0.2%	-7%	0.2%	2.0	916	-0.26	-0.23	-0.084	0.12	i	-35	-5%	2.9	1.0	3.4	0.3	1492
CNc1nc(-c2ccccc2)nc(-c2ccccc2)c1C#N	-2.5%	4%	0.3%	0.1	1175	-0.56	0.011	0.027	0.52	i	-9	-8%	1.7	1.3	8.7	0.24	1169
CCn1c2ccccc2c2cc(NC(=S)N3CCOCC3)ccc21	-0.5%	4%	-0.2%	0.4	1359	-0.71	0.1	0.35	-0.64	i	23	8%	34	5.8	60	-0.38	1439

(listing goes on)
SMILES	ER stress rescue	P. falciparum M17LAP	UTI89 phage lysis	bCat nuc transl	bCat nuc transl cell count 5 µM	Dynein transport	Dynein transport cytoplasmic EGFP	Dynein transport nuclear GR-EGFP	Dynein transport cell count	Autophagy HCS	Autophagy HCS cell loss 18 h	P. falciparum M1AAP	MT stabilizer	MT stabilizer Hoechst-high %	MT stabilizer cytotoxicity %	Ins promoter up	Ins promoter up cell count
CCOc1ccc(C(C)NC(=S)NC2CCCCC2)cc1OCC (stereo unspecified)	-0.5%	-3%	-0.5%	-0.1	1085	0.43	-0.33	0.033	-0.039	i	3	0%	4.5	1.1	6.2	0.14	1292
O=c1ccc(-c2ccccc2)no1	.	2%	0.1%	-1.4	1284	-1.3	-0.047	-0.9	1.6	.	.	4%	.	.	.	1.4	1528
Cc1ccc(Cn2cccc(NC(=O)c3ccco3)c2=O)cc1	-1.9%	11%	10.0%	-8.3	1011	1.5	-0.1	1.4	-1.8	i	11	7%	4.4	1.8	6.6	0.27	1242
O=C(c1ccccc1)c1ccc(OCCn2cnc3ccccc3c2=O)cc1	-1.0%	-5%	i	0.4	1345	1	-0.021	0.99	-1.7	i	-6	1%	2.4	1.9	1.9	-0.74	1347
COc1cc(/C=C/C(=O)OCC(=O)NC(=O)NC(C)C)cc(OC)c1OC	0.4%	-2%	-2.6%	1.1	975	-1.6	-0.2	-0.85	1.1	i	8	6%	3.5	2.6	6.7	-0.3	1311
O=C(Cc1ccc([N+](=O)[O-])cc1)N/N=C/c1ccco1	1.6%	0%	-0.4%	1.8	1107	-0.49	-0.073	-0.14	0.38	i	17	1%	3.3	2.4	6.5	0.1	1271
CC1(C)OC(=O)C(=Cc2ccc(-c3ccc(Cl)c(C(=O)O)c3)o2)C(=O)O1	.	25%	0.1%	-0.4	1023	0.58	-0.25	0.54	-0.8	i	2	9%	1.5	3.7	7.0	0.19	1263
Cc1ccc(NC(=O)/C(C#N)=C/c2ccccc2C(F)(F)F)cc1	-1.5%	5%	0.5%	2.3	860	0.22	-0.27	-0.29	-0.069	i	-4	-2%	2.3	3.7	6.5	0.35	1241
C/C(=N/NC(=O)c1cn(-c2cccc(C)n2)cn1)c1ccc(C)cc1	2.1%	-3%	2.2%	1.5	1404	-0.64	-0.21	-0.72	0.73	i	-1	2%	1.1	1.5	5.4	0.76	1436
CCOc1ccc(C(=O)NC(=S)Nc2ccccc2OC)cc1[N+](=O)[O-]	-0.7%	-7%	6.5%	1.8	938	-0.31	-0.2	-0.25	0.64	i	8	8%	2.6	2.7	2.3	0.1	1272

Of the compounds above, these contain bromine:
SMILES	ER stress rescue	P. falciparum M17LAP	UTI89 phage lysis	bCat nuc transl	bCat nuc transl cell count 5 µM	Dynein transport	Dynein transport cytoplasmic EGFP	Dynein transport nuclear GR-EGFP	Dynein transport cell count	Autophagy HCS	Autophagy HCS cell loss 18 h	P. falciparum M1AAP	MT stabilizer	MT stabilizer Hoechst-high %	MT stabilizer cytotoxicity %	Ins promoter up	Ins promoter up cell count
Brc1ccccc1-c1nc(-c2ccccc2)no1	.	2%	2.2%[50 µM]	0.4	1038	0.77	-0.27	0.82	-0.79	i	-3	6%	1.2	2.2	40	-0.51	1340
CCOc1ccc(Br)cc1S(=O)(=O)Nc1ccc(C(=O)OCC(=O)N(C)c2ccccc2)cc1	-2.1%	-9%	2.4%[50 µM]	1.7	934	-0.8	-0.22	0.23	0.57	i	1	3%	2.8	2.5	4.5	.	.
